Screening results from PubChem BioAssay.
Tb PYK inh: inhibitors of Trypanosoma brucei pyruvate kinase. TbPYK enzyme, Kinase-Glo Plus ATP luminescence, 45 min. 0.12% of 410,000 active. AID 624173. Q57TT1. Potency, µM (highest dose often 76.8 µM), for the others: at the top dose activity, negative = inhibition, actives largely listed as inhibitors; note: potency is the fitted concentration of half-maximal effect; % is set by controls: 0 for no effect and ±100 for the full control effect; nearly all actives have a fitted effect of over 50% in size
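Quantitative HTS: titrated library compounds versus trypanosomal pyruvate kinase in TEA buffer (pH 7.2) containing KCl, MgCl2, BSA and Tween-20. Reactions were initiated with ADP, 130 uM final. Kinase-Glo Plus luminescence was read after 45 min at RT.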
Pf growth 48h: inhibits P. falciparum growth in the first generation, 48 h; P. falciparum luciferase growth in erythrocytes, 48 h; Potency, µM (series often up to 28.7 µM), for the others: at the top dose activity change, negative = inhibition, most hits filed as inhibitors; 5.9% of 310,000 active; note: potency is the fitted concentration of half-maximal effect; % is set by controls: 0 for no effect and ±100 for the full control effect
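Cell-based growth assay: transgenic P. falciparum expressing firefly luciferase, cultured in red cells within RPMI 1640 containing 0.5% w/v Albumax, 24 mM bicarbonate and gentamycin. A drop in luciferase activity indicates inhibition.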
CHX counter: affects cycloheximide protein synthesis inhibition readout, counter-screen; max response, %; 12% of 300,000 active; cell reporter, cycloheximide protein synthesis inhibition counterscreen; in the data active = max response mostly above about 13%, no sharp cut-off; inactive = mostly below about 14%; note: read at 38.3 µM for the half of the compounds with a filed dose; 0% is about no effect
LmPK inh: inhibitors of Leishmania mexicana pyruvate kinase; AID 1721; purified LmPK, Kinase-Glo ATP luminescence, 1 h; Potency, µM (highest dose often 57.5 µM), without a hit: at the top dose activity change, negative = inhibition, actives largely listed as inhibitors; 0.37% of 290,000 active; Q27686; note: potency is the fitted concentration of half-maximal effect; % is set by controls: 0 for no effect and ±100 for the full control effect
Target sequence (Q27686 whole entry, looked up): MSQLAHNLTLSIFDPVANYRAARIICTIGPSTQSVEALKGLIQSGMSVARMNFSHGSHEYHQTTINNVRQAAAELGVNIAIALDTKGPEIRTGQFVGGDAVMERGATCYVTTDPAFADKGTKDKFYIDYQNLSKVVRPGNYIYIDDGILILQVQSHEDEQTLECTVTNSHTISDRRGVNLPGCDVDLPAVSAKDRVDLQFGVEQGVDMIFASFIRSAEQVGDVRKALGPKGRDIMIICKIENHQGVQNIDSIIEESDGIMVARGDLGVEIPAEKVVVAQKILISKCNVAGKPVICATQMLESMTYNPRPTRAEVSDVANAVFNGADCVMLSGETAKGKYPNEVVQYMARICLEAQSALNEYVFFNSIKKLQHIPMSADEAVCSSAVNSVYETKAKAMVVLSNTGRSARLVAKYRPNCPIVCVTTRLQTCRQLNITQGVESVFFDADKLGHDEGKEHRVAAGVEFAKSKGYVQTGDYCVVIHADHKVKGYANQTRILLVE
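ATP generated from ADP (0.1 mM) and PEP (0.5 mM) by 0.1 nM LmPK over 1 h at room temperature (pH 7.2 imidazole buffer) was detected by coupled luciferase luminescence. Values were normalized to uninhibited and no-enzyme wells.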
HCV inh: blocks hepatitis C virus | Potency, µM (doses to about 41.8 µM), inactives show at the top dose activity change, negative = inhibition, hits mostly inhibitors | Huh7.5.1 HCVcc-Cre infection, luciferase reporter, 44 h | AID 651820 | 3.4% of 340,000 active; note: potency is the fitted concentration of half-maximal effect; % is set by controls: 0 for no effect and ±100 for the full control effect
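Compounds are dispensed onto cells plated 4 h earlier at 1,000 per well, with HCVcc-Cre virus (about 0.5 moi) added next. Following 44 h of culture, luminescent signal is measured for 15 sec after 15 min with substrate at room temperature.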
Pf growth 96h: inhibits malaria parasite growth, 96 h; Potency, µM (doses to about 28.7 µM), without a hit: top-dose activity change, negative = inhibition, hits mostly inhibitors; AID 504834; 6.9% of 320,000 active; P. falciparum luciferase reporter growth, 96 h; note: potency is the fitted concentration of half-maximal effect; % is set by controls: 0 for no effect and ±100 for the full control effect
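Erythrocytes infected with luciferase-expressing P. falciparum were dispensed at 2% hematocrit and 0.05% parasitemia (final), then incubated with compounds 96 hours at 37 C in 5% CO2. Luminescence after detection reagent addition reported growth.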
Shiga inhibitor: Shiga toxin inhibition | 9.2% of 290,000 active | Vero cells, Shiga toxin protein synthesis inhibition reporter | inhibition, % at 38.7 µM; in the data active = inhibition mostly above about 28%, no sharp cut-off; inactive = mostly below about 43%; note: 0% is about no effect
* = called active by the depositor; i = inactive; ? = inconclusive; / = not tested or not shown; & = joins results of further samples; ! = not confirmed by another sample; [ ] = remark or other dose. Unless noted, calls come from the whole dose curve; as a rule, active = well fitted curve in the direction sought with a large enough effect; inconclusive = small, poorly fitted or top-dose-only effect, or another doubt; inactive = no such curve, though single readings can be large; an effect the other way counts as inactive or inconclusive. Not a hit list; about 24% have a hit in one of these screens.

SMILES | Tb PYK inh | Pf growth 48h | CHX counter | LmPK inh | HCV inh | Pf growth 96h | Shiga inhibitor
CC(=O)Nc1ccc(NC(=O)c2c(-c3ccccc3Cl)noc2C)c(C)c1 | -7.2% | -6.6% | -2.6 | -1.0% | 4.1% | -27.7% | 10.6
COc1cc(C2c3sc(=O)[nH]c3SC3C(=O)N(c4ccc(Br)cc4)C(=O)C32)ccc1O (configuration not stated) | -5.5% | -1.9% | 8.0 | -1.8% | 2.2% | -3.4% | -6.4
O=C(Nc1ccc(F)cc1)NC1CCCCC1 | 2.3% | 84.3%[activator] | 37.5* | -1.9% | -3.0% | / | 79.0*
Cc1ccc(S(=O)(=O)N2CCCCC2CCNC(=O)C(=O)NC2CCCC2)cc1 (configuration not stated) | -14.9% | -10.5% | / | / | 14.1% | ? | /
O=C(c1ccccc1)N1CCN(S(=O)(=O)c2ccccc2)CC1 | 1.0% | ? | -5.1 | 3.7% | 22.8% | 29.6% | -6.1
COc1ccc(C(=S)Nc2ccc(C)cc2)cc1 | -20.5% | 119.8%[activator] | 51.3* | 3.2% | 19.2% | i | 79.2*
CC(C)CNC(=O)c1coc(=O)c(Br)c1 | / | ? | 6.4 | 12.1% | ? | / | 3.1
COC(=O)c1noc(C)c1-c1ccnn1C(=O)c1ccc(Cl)cc1 | -14.7% | 37.8% | -2.5 | 1.2% | 13.8% | ? | -3.3
COc1ccc(-c2nc(CS(=O)(=O)CC(=O)NC3CCCCCC3)c(C)o2)cc1 | -9.9% | 12.3% | -1.3 | -0.5% | -20.4% | ? | -6.2
Cc1nnc(NC(=O)c2cc(-c3ccco3)nc3ccccc23)s1 | / | 5.7% | / | / | 11.5% | -2.6% | /

2 of the compounds above, with two lines to a compound.
Below each SMILES – Tb PYK inh | Pf growth 48h | CHX counter | LmPK inh | HCV inh | Pf growth 96h | Shiga inhibitor
> O=C(Nc1ccc(F)cc1)NC1CCCCC1
    2.3% | 84.3%[activator] | 37.5* | -1.9% | -3.0% | / | 79.0*
> O=C(c1ccccc1)N1CCN(S(=O)(=O)c2ccccc2)CC1
    1.0% | ? | -5.1 | 3.7% | 22.8% | 29.6% | -6.1

Continued:
SMILES | Tb PYK inh | Pf growth 48h | CHX counter | LmPK inh | HCV inh | Pf growth 96h | Shiga inhibitor
CSc1nc(C)cc(-n2ccc(=O)[nH]c2=O)n1 | -1.2% | 6.1% | -6.8 | 1.2% | 0.8% | -2.6% | -10.0
O=[N+]([O-])c1ccccc1/C=C/CN1CCN(Cc2ccc3c(c2)OCO3)CC1 | 5.2% | ? | -1.5 | -4.4% | 13.6% | 234.9%[activator] | 2.5
CN(C)C(CNS(=O)(=O)c1ccc(Cl)cc1)c1cccnc1 (configuration not stated) | -2.3% | 12.7% | 4.0 | -0.7% | 4.4% | 20.5% | -7.4
Cc1ccsc1C(=O)NNC(=O)C1CCCCC1C(=O)O (configuration not stated) | -1.1% | 330.5%[activator] | 30.9* | 6.6% | 6.4% | 106.7%[activator] | 65.5*
CCCn1c(=S)[nH]c2cc(Cl)ccc21 | ? | -11.2% | -6.0 | -7.4% | -16.7% | 7.8% | -6.6
O=C(c1ccc(Br)o1)N1CCN(c2ccc3nnc(-c4ccccc4)n3n2)CC1 | -5.9% | ? | -3.6 | 0.0% | -19.1%&-17.7% | 4.2% | -1.3
Cc1nnc(NC(=O)CCCCCN2C(=O)C3C4C=CC(C4)C3C2=O)s1 (configuration not stated) | 0.8% | ? | -3.8 | -0.7% | 21.8% | -6.3% | -3.2
CCOc1ccc(NC(=O)N2C[C@H]3C[C@@H](C2)c2cccc(=O)n2C3)cc1 | -8.3% | 4.7% | -1.1 | -1.7% | 11.7% | -13.1% | 7.4
CC(C(=O)Nc1cccc([N+](=O)[O-])c1)N1CCN(C/C=C/c2ccccc2)CC1 (configuration not stated) | -2.2% | ? | -1.4 | -1.2% | ? | 13.1µM* | -15.6
CCC1CN(C(=O)N2CCC(C(=O)NCc3cccc(F)c3)CC2)c2ccccc2O1 (configuration not stated) | 8.7% | ? | -10.5 | -1.7% | ? | 9.28µM* | -5.6
Cc1c(-c2ccccc2)oc2nc3c(c(=O)n(C)c(=O)n3C)n12 | / | 24.3% | -0.6 | -2.0% | / | 19.2% | -10.2
O=C(Nc1ccccn1)c1cc(-c2cccnc2)nc2ccc(Br)cc12 | 1.1% | 3.7µM* | -4.9 | -1.6% | 8.5% | 2.8% | -10.9
O=C(O)c1ccc(COc2c(F)c(F)cc(F)c2F)o1 | -1.6% | 10.6% | -4.2 | -3.5% | 11.6% | / | -9.3
Cc1cc(S(=O)(=O)Nc2ccc(C(=O)NCC(c3ccco3)N(C)C)cc2)ccc1F (configuration not stated) | 0.8% | ? | / | / | -14.0% | -6.6% | /
Cc1ccc(CO/N=C/c2c(O)cc(C)oc2=O)cc1 | -15.0% | 38.4%[activator] | 2.2 | -1.3% | 10.6% | 18.8% | 29.6
CC(=O)c1ccccc1Oc1cc(NN2CCCCC2)c([N+](=O)[O-])cc1[N+](=O)[O-] | -1.0% | -19.1% | 8.8 | 0.6% | ? | ? | 12.7
O=C(CCn1c(=O)oc2ccccc21)N(Cc1ccccc1)c1ccccc1 | -3.8% | -7.6% | 0.8 | 4.8% | -24.6% | -9.2% | 6.8
CCCc1cc(=O)oc2c(C)c(OCC(=O)NCCN3CCOCC3)ccc12 | 1.3% | 2.6% | 6.2 | 5.1% | -12.7% | -2.4% | -4.8
OC(CNC1Cc2ccccc2C1)COc1ccc(F)cc1 (configuration not stated) | 1.9% | -28.0% | -1.1 | 0.6% | 30.7%[activator] | 4.5% | -3.6
O=C(O)c1ccccc1C(=O)Nc1ccc(Oc2cccc(C(F)(F)F)c2)nc1 | 0.3% | 16.2% | 2.6 | -1.8% | -26.8% | 25.4% | 22.4

Continued, overlapping the part above by three compounds.
SMILES | Tb PYK inh | Pf growth 48h | CHX counter | LmPK inh | HCV inh | Pf growth 96h | Shiga inhibitor
CCCc1cc(=O)oc2c(C)c(OCC(=O)NCCN3CCOCC3)ccc12 | 1.3% | 2.6% | 6.2 | 5.1% | -12.7% | -2.4% | -4.8
OC(CNC1Cc2ccccc2C1)COc1ccc(F)cc1 (configuration not stated) | 1.9% | -28.0% | -1.1 | 0.6% | 30.7%[activator] | 4.5% | -3.6
O=C(O)c1ccccc1C(=O)Nc1ccc(Oc2cccc(C(F)(F)F)c2)nc1 | 0.3% | 16.2% | 2.6 | -1.8% | -26.8% | 25.4% | 22.4
COc1ccc(Cc2nc3ccc(C(=O)NCc4ncc(C)[nH]4)cc3o2)cc1OC | 7.5% | -18.7% | 10.8 | -4.7% | -22.1% | 4.7% | 24.0
CS(=O)(=O)N(CC(=O)Nc1ccc2c(c1)OCO2)c1ccccc1 | 6.1% | 6.2% | 8.3 | -2.9% | 17.3% | 5.0% | 13.9
NC1=NC(c2ccccc2)=NC1(NC(=O)c1ccccc1)C(Cl)Cl (configuration not stated) | -5.0% | 12.3% | 8.0 | 1.0% | 8.0% | 24.6% | 16.9
O=C(CN1CCCC1)Nc1ccc(OCc2ccccc2)cc1 | 4.2% | 6.8% | 26.5* | 1.0% | 10µM* | 5.8% | 27.1
O=C(c1ccc(NC2=NC3CS(=O)(=O)CC3S2)cc1)N1CCN(Cc2ccccc2)CC1 (configuration not stated) | 6.9% | / | -6.0 | 0.3% | 9.1% | ? | 13.1
C=CCN1C(=O)/C(=C2/Sc3ccc(OC)cc3N2C)SC1=Nc1ccccc1 | -2.6% | 18.6% | 9.9 | 0.5% | ? | -54.9%[1.15 µM] | -1.1
O=C(O)c1ccccc1C(=O)NC1Cc2ccccc2C1 | 2.6% | 60.9%[activator] | -2.0 | 3.3% | 15.6% | 6.7% | 0.6
COCCCNC(=O)N1c2ccccc2Sc2ccccc21 | 3.4% | 0.0% | 2.7 | -0.9% | 13.5% | 10.3% | 25.3
COc1ccc(C2(c3ccc(OC)cc3)NC(=O)N(CC(=O)Nc3ccccc3C(F)(F)F)C2=O)cc1 | 7.7% | ? | 1.6 | -9.7% | ? | 11.7µM* | -22.5
CSc1ccc(CCNC(=O)CCc2nnc3ccc(NCCCN4CCCC4=O)nn23)cc1 | -9.5% | -14.2% | -2.0 | 2.7% | -22.6% | ? | -13.8
COc1ccc(C(=O)Nc2ccc(CN3CCCCC3)cc2)cc1 | -5.8% | -7.0% | 6.8 | 1.9% | -2.3% | -3.5% | 35.4
N#CCCN(C(=O)COC(=O)CCc1ccccc1)c1ccccc1 | -8.6% | -3.2% | -5.1 | -2.6% | 5.9% | 21.9% | -3.4
CN(C)c1cc[n+](CC(O)C[n+]2ccc(N(C)C)cc2)cc1 | 3.3% | 9.28µM* | / | / | 24.6% | 4.65µM* | /
O=[N+]([O-])c1ccc2c(c1)nc1n2CCN(CC2CCCO2)C1 (configuration not stated) | -2.8% | 40.8%[activator] | 28.2* | 3.4% | 1.2% | 23.2% | 24.3
Cc1ccc(SCc2cc(=O)n3ccsc3n2)c(C)c1 | / | 23.2% | 21.3* | -9.8% | -13.6% | i | 47.4
CO/N=C(\C)C(Cc1ccc(Cl)nc1)Cc1ccc(Cl)nc1 | -13.6% | -26.2% | -2.9 | -6.3% | -6.3% | -26.0% | -5.7
Cc1ccc(O)c(-c2cc(C(F)(F)F)[nH]n2)c1 | 5.7% | ? | -0.8 | -2.9% | -26.1% | 14.7µM* | -3.0
CN1CCC(OC(=O)c2ccc(Cl)cc2Cl)CC1 | -1.4% | 9.2% | 12.3 | 7.2% | ? | 7.38µM* | 6.5
Cc1ccc(S(=O)(=O)CCC(=O)OCC(=O)NCc2ccc(Cl)cc2)cc1 | 2.5% | 6.7% | 5.8 | -1.7% | 3.8% | -1.2% | -0.8
Cc1c(C(=O)Nc2c(F)cccc2F)sc2ncnc(N3CCN(c4ccccc4)CC3)c12 | -1.2% | ? | -1.5 | 15.0% | ? | -8.9% | -6.1
N/C(COc1cc(Cl)cc(Cl)c1)=N\O | -22.9% | 16.5% | 2.1 | 2.0% | 5.1% | 6.8% | 8.5
CCC(=O)OCCNc1cc(Sc2nc3ccccc3[nH]2)c2nonc2c1[N+](=O)[O-] | -10.5% | -13.7% | -4.5 | 5.0% | ? | ? | -7.5
CC(=O)c1cccc(N(CC(=O)Nc2ccccc2F)S(C)(=O)=O)c1 | 8.0% | -3.9%[5.75 µM] | -2.3 | -0.1% | 20.1% | 0.0% | -4.9
CCOc1ccc(Br)cc1S(=O)(=O)NC1CC(C)(C)NC(C)(C)C1 | 2.0% | ? | -1.1 | 0.3% | -5.7% | 11.1% | -2.8
CCC(NC(=O)c1[nH]c(C)c(C(C)=O)c1C)c1ccc(Br)cc1 (configuration not stated) | 5.1% | 9.28µM* | -1.8 | 0.4% | ? | ? | 9.8
Nc1cc(N2CCCC2)c(Cl)cc1[N+](=O)[O-] | 0.8% | ? | 7.8 | -8.2% | -15.8% | 44.7%[activator] | 8.6
CC(C)NCC(O)COc1ccc(CCOCC2CC2)cc1 (configuration not stated) | 1.7%&1.1% | 13.5µM*! | -2.2&-1.5&-1.5 | 0.3%&-4.5%&-4.5% | 0.5%[8.37 µM] | 3.38µM*! | -7.7&21.9&-11.4
CCOc1cc2[nH]c(=O)n(CCCCCC(=O)NC3CCCC3)c(=O)c2cc1OCC | 0.0% | ? | -2.3 | -5.7% | 13.9% | 10.4µM* | -8.4
